# Screening data (PubChem BioAssay)
# NPSR antagonist = neuropeptide S receptor (human) antagonism, cAMP | Q6W5P4 | Potency, µM (doses to about 38.3 µM), without a hit: top-dose activity change, negative = inhibition, usual class: inhibitors | CHO-NPSR cells, cAMP TR-FRET, antagonist mode | 1% of 220,000 active; also: potency is read from the fitted curve at half-maximal effect; % is scaled to controls: 0 for no effect and ±100 for the full control effect; nearly all actives have a fitted effect of over 50% in size; many of its hits are not listed in these tables
# L3MBTL1 block = L3MBTL1 (human) inhibition; Potency, µM (doses to about 57.1 µM), for the others: top-dose activity, negative = inhibition, usual class: inhibitors; Q9Y468; AID 485360; AlphaScreen L3MBTL1–H3K9me1 peptide binding; 0.66% of 230,000 active; also: potency is read from the fitted curve at half-maximal effect; % is scaled to controls: 0 for no effect and ±100 for the full control effect; nearly all actives have a fitted effect of over 60% in size
# Target sequence (Q9Y468 whole entry, looked up): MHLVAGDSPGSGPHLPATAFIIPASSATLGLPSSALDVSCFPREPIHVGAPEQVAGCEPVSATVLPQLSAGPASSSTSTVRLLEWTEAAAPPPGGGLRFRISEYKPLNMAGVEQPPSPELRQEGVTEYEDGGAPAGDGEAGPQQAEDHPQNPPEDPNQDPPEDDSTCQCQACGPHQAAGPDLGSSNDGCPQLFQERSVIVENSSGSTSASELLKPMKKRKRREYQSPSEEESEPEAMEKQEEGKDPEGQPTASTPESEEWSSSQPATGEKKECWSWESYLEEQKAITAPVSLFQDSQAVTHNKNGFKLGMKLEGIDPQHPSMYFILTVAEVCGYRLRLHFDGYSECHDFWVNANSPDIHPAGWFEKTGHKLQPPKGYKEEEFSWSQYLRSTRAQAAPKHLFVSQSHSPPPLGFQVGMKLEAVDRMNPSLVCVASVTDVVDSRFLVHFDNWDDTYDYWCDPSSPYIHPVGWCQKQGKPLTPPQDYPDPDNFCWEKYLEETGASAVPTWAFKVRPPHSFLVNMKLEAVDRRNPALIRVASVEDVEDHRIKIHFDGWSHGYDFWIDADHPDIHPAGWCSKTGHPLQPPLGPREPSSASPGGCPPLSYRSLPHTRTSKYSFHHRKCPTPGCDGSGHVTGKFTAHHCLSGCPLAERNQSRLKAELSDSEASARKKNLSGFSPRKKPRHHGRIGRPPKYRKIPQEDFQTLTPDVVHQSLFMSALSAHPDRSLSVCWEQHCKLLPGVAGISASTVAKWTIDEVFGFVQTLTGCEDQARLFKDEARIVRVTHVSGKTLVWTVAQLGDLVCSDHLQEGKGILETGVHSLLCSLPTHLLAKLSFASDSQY
#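 L3MBTL1 (50 nM) pre-complexed 30 min with biotinylated H3(1-15)K9me1 peptide (75 nM), then compounds added for 30 min at room temperature; AlphaScreen streptavidin donor/nickel chelate acceptor beads (10 ug/mL final) read after 30 min dark incubation.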
# Epigenetic reg = regulators of epigenetic silencing causing reporter derepression in mouse cells | AID 1865 | 0.2% of 280,000 active | murine LDR cells, GFP reporter derepression, 30 h | Potency, µM (series often up to 53.9 µM), for the others: top-dose GFP activation, hits mostly activators; also: potency is read from the fitted curve at half-maximal effect; % of control where 0% means no effect; nearly all actives have a fitted effect of over 60% in size
#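 Reporter derepression read as number of fluorescent GFP-positive objects, 20-120 um in size, counted by laser-scanning cytometer. Mouse LDR line with an epigenetically silenced CMV-GFP locus; compound incubation 30 h, 37 C.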
# IMPase Li cell = membrane-permeable IMPase blocker, potentiated with lithium. Potency, µM (doses to about 59.4 µM), for inactives: at the highest dose activity, negative = IMPase inhibition, actives largely listed as inhibitors. 0.35% of 210,000 active. CHO-M1 cells, IP1 TR-FRET (IP-One), carbachol + lithium;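 also: IP1 builds up when IMPase is blocked and the TR-FRET signal falls; potency is read from the fitted curve at half-maximal effect; plate controls were basal vehicle for no effect and high inhibitor control for full effect; nearly all actives have a fitted effect of over 50% in size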
#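 Test compounds were applied to CHO-M1 cells previously cultured for 16–30 h at 2000 per well. A small lithium amount accompanied them; after 30 min at 37C, IP1 was quantified by TR-FRET.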
# KinaseGlo FLuc = counter-screen: inhibitors of Kinase-Glo firefly luciferase; AID 1379; Potency, µM (highest dose often 38.3 µM), without a hit: at the top dose activity change, negative = inhibition, most hits filed as inhibitors; Kinase-Glo luciferase, ATP luminescence, 8 min; 0.28% of 200,000 active; Q27757; also: potency is read from the fitted curve at half-maximal effect; % is scaled to controls: 0 for no effect and ±100 for the full control effect; nearly all actives have a fitted effect of over 60% in size
#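 Light output from Kinase-Glo luciferase with luciferin and 10 uM ATP in 50 mM imidazole pH 7.2, KCl, MgCl2, Tween 20, BSA; compound pin-delivered, 8-min ambient incubation, then luminescence read.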
# CBFb RUNX1 block = inhibitors of human CBF-beta and RUNX1 interaction; Potency, µM (doses to about 59.8 µM), for inactives: at the highest dose activity, negative = inhibition, most hits filed as inhibitors; 230,000 tested, under 10 active; Q01196+Q13951; AlphaScreen CBFb-His/RUNX1-biotin binding, biochemical; AID 1477; also: % of control where 0% means no effect
#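 CBF-beta (His) and RUNX1 (biotin), 30 nM each; 20 min preassociation; + compound, 15 min; + beads 50 ng each (Ni, streptavidin), 90 min; RT; AlphaScreen read.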
# HTT aggregate = inhibitors of mutant huntingtin aggregate formation in PC12 cells | AID 1688 | Potency, µM (top dose mostly 46.1 µM), inactives show at the top dose activity change, negative = inhibition, hits mostly inhibitors | PC12 HttQ103-GFP aggregates, Acumen cytometry, 40 h | 1.1% of 220,000 active; also: potency is read from the fitted curve at half-maximal effect; % is scaled to controls: 0 for no effect and ±100 for the full control effect; nearly all actives have a fitted effect of over 60% in size
#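 Inducible Q103 Huntingtin exon 1–GFP PC12 line, 1500 cells/well in phenol red free DMEM with 5% equine and 5% calf serum. Tebufenozide 100 nM induced expression; compounds titrated; aggregates quantified by cytometry.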
# * = called active by the depositor; ? = inconclusive; . = not tested or not shown; & = joins results of further samples; [ ] = remark or other dose. Calls follow the shape of the dose curve; as a rule, active = well fitted curve in the direction sought with a large enough effect; inconclusive = small, poorly fitted or top-dose-only effect, or another doubt; inactive = no such curve, though single readings can be large; an effect the other way counts as inactive or inconclusive. Some of the compounds tested; rates above refer to the full screens.
SMILES,NPSR antagonist,L3MBTL1 block,Epigenetic reg,IMPase Li cell,KinaseGlo FLuc,CBFb RUNX1 block,HTT aggregate
CC(C)(C)c1ccc(OCCC(=O)Nc2cccc(S(=O)(=O)N3CCCCC3)c2)cc1,-41%,-10%,0.9%,9%,0%,6%,-10%
O=C(Cc1cccs1)N=Nc1c(O)[nH]c2ccccc12,-30%,.,1.6%,.,.,-7%,14%[9.22 µM]
C=CCSc1nnc2c(n1)OC(c1ccccn1)N(C(C)=O)c1ccccc1-2 (stereo unspecified),0%[46.1 µM],.,-0.3%,30%[activator][38.3 µM],8%,2%,17%[1.84 µM]
CSc1ncccc1C(=O)OCC(=O)c1cc2ccccc2o1,-1%[7.67 µM],7%,5.2%,6%[38.3 µM],12%,2%,5%
CC(=O)N1CCCC(C(=O)c2ccc3c4c(cccc24)CC3)C1 (stereo unspecified),13%,-9%,0.0%,3%,-1%,3%,-1%[9.22 µM]
CN1CCN(c2cc3c(cc2F)c(=O)c(C(=O)O)cn3CCF)CC1,-17%,-1%,3.2%,.,.,7%,1%[9.22 µM]
Cc1cccc2cc(C(c3nnnn3Cc3ccccc3)N3CCCc4ccccc43)c(=O)[nH]c12 (stereo unspecified),4%[46.1 µM],.,-0.4%,-18%[38.3 µM],-2%,-8%,35%
CC(C)(C)c1ccc(S(=O)(=O)N2CCCCC2)cc1,-31%,13%,8.6%,25%,0%,10%,8%
CCN(C(=O)c1cc2cccc(OC)c2oc1=O)C1CCCCC1,-6%[46.1 µM],-6%,-1.2%,0%,0%,7%,5%
Cc1ccc(CC(=O)N2CCOCC2)cc1,0%[46.1 µM],7%,-5.4%,-2%[38.3 µM],11%,2%,-5%
O=Cc1c(Cl)nc2ccccn12,8%,-3%,1.1%,0%,0%,1%,17%
CN/C(=C\[N+](=O)[O-])NCCSCc1csc(CN(C)C)n1,.,.,1.4%[16.9 µM],4%,1%[17.1 µM],-5%[21.7 µM],-10%[20.6 µM]
COC(=O)COc1ccc(/C=N/NC(=O)c2ccc(N(Cc3ccccc3)S(C)(=O)=O)cc2)cc1,-18%,7%,0.0%,-27%,6%,1%,14%
CCN1/C(=C/c2cc[n+](C)cc2)C=Cc2cc(C)ccc21,-27%,-9%,?,48%[activator],-5%,-10%,8.9µM*
COC(=O)CNC(=O)c1ccc(=O)oc1,1%[46.1 µM],.,1.0%,18%[38.3 µM],-7%,8%,2%
O=C(NC(Cc1c[nH]c2ccccc12)C(=O)N/N=C/c1cccnc1)c1cccs1 (stereo unspecified),1%,-20%,0.0%,4%,-1%,3%,?
COc1ccc(C2CC(C(F)(F)F)n3ncc(C(=O)Nc4c(C)n(C)n(-c5ccccc5)c4=O)c3N2)cc1 (stereo unspecified),-1%[46.1 µM],5%,-1.0%,-1%,0%,4%,-25%
COc1ccccc1/C=C(\C#N)C(=O)Nc1ccc(S(N)(=O)=O)cc1,0%,-2%,-1.1%,5%,0%,-6%,2%
O=C(NCCc1c[nH]c2ccccc12)c1ccc([N+](=O)[O-])cc1,3%,-11%,-3.2%,3%,0%,-2%,4%
NC(=O)NNC1=Nc2cccc3cccc1c23,-22%,5%,-2.2%,1%,-3%,-10%,-1%
O=C(CN1CCN(Cc2cccc(Cl)c2)C1=O)NCC1CCCO1 (stereo unspecified),-8%[46.1 µM],.,-1.0%,3%[38.3 µM],2%,1%,-16%
COc1ccccc1C(=O)COC(=O)CNS(=O)(=O)c1ccc(C)cc1,2%,-4%,-0.2%,-1%,0%,-2%,1%
CN(C)C(=O)Nc1ccccc1CC[N+](=O)[O-],-2%,6%,-0.1%,-6%,-3%,-3%,11%
O=C(NCc1ccco1)C1CN(S(=O)(=O)c2ccccc2)CCN1S(=O)(=O)c1ccccc1 (stereo unspecified),-7%[46.1 µM],-2%,-0.7%,12%[38.3 µM],-2%,1%,-7%
CC(C)CC(=O)Nc1cccc2c1C(=O)N(c1ccccc1)C2=O,-16%[46.1 µM],4%,0.0%,4%,-3%,19%,-7%
# Next section:
SMILES,NPSR antagonist,L3MBTL1 block,Epigenetic reg,IMPase Li cell,KinaseGlo FLuc,CBFb RUNX1 block,HTT aggregate
CCNc1nc(NC(C)C)nc(N(C#N)CC(=O)OC)n1,18%,.,0.4%,-7%,3%,-1%,11%
CS(=O)(=O)N1CCN(c2ccccc2NC(=O)c2cccc3ccccc23)CC1,-5%[46.1 µM],1%,2.3%,3%,14%,14%,6%
COc1ccc(C)cc1S(=O)(=O)N(CC(=O)N1CCCC1)c1ccccc1,-8%[46.1 µM],.,0.0%,0%[38.3 µM],6%,0%,2%
Cc1c(C(=N)C(C#N)C#N)c(=N)oc2c1ccc1ccccc12,38%,-8%,3.7%,.,.,-9%,-15%[9.22 µM]
CCCCCCOc1ccccc1C(N)=O,.,.,3.1%,7%,-3%,?,-36%
CCS(=O)(=O)N1Cc2ccccc2CC1C(=O)Nc1nnc(SCc2ccc(C#N)cc2)s1 (stereo unspecified),2%,18µM*,-1.8%,2%,-1%,5%,13µM*
COc1cc(-c2coc3cc(OC)c(OC)c(OC)c3c2=O)cc(OC)c1OC,.,.,-1.3%,0%,-1%,8%,.
Nc1ccn([C@@H]2O[C@H](CO)[C@@H](O)C2O)c(=O)n1 (stereo partly specified),16%,.,-1.2%&-1.1%,0%,-1%[39.9 µM],?,-19%
C/C(=N\NC(=S)NCc1ccccc1)c1ccc(Cl)s1,-34%,-24%,-1.2%,6%,2%,-8%,14%
O=C(CCN1CCN(CCO)CC1)Nc1ccc(F)c(F)c1,-2%[46.1 µM],2%,-2.6%,-1%[38.3 µM],2%,2%,-3%
O=C(Cc1ccccc1)c1c[nH]c(C(=O)NCc2ccncc2)c1,-11%,4%,3.4%,-2%,0%,2%,-3%
O=[N+]([O-])c1cccc(-c2noc(COc3ccccc3)n2)c1,-14%,.,-0.1%,8%,0%,-19%,-3%
O=C(N/C(=C/c1ccco1)C(=O)N1CCOCC1)c1cccs1,5%,7%,1.1%,-5%,-1%,5%,.
CCC(=Nc1ccc(N)cc1)C1=C(O)C(C(=O)OC)C(C)(C)CC1=O (stereo unspecified),-16%[46.1 µM],28µM*,?,.,.,-24%,14%
CCc1cccc(C)c1NC(=S)NCC(c1cccnc1)N1CCOCC1 (stereo unspecified),8%,2%,0.0%,-2%,0%,-7%,-9%
CCNC(=O)C(Cc1ccccc1)NC(=O)OCc1ccccc1 (stereo unspecified),-13%,4%,-1.1%,1%,0%,-6%,-18%[9.22 µM]
CCO[C@@H]1OC(C(=O)NC2CC2)=C[C@H](c2ccccc2)[C@H]1CCCO,-1%,-2%,-0.5%,2%,.,9%,-8%[9.22 µM]
CCNc1ccc(P(=O)(c2ccccc2)c2ccccc2)cc1,-3%,4%,-1.5%,2%,0%,3%,7%
CCOC(=O)c1c(C)[nH]c(C(=O)COC(=O)c2cnc(C)cn2)c1C,-5%[46.1 µM],-2%,1.0%,-5%[38.3 µM],-6%,4%,2%
Nc1nc(SCC(=O)NCCc2ccccc2)[nH]c(=O)c1-c1ccccc1,1%,4%,1.1%,6%,-1%,7%,.
CC(C)N1CCc2c(sc(NC(=S)NC(=O)c3ccccc3)c2C#N)C1,-3%[46.1 µM],-13%,0.0%,0%,0%,3%,2%
Cn1c(N)c(C(=O)COC(=O)CCC2CCCCC2)c(=O)n(C)c1=O,4%,?,-1.1%,24%,-3%,27%,4%
CCOC(=O)N1CCN(Cc2nc(Cc3cccc(C(F)(F)F)c3)no2)CC1,19%,4%,-1.2%,9%,.,7%,-3%[9.22 µM]
CS(=O)(=O)C1=NSC2=NC(=O)/C(=C\c3ccc(-c4ccccc4)o3)C(=N)N21,-28%,0%,-0.8%,-5%,2%,-2%,17%
Cc1ccc(-c2cc(C(F)F)n3ncc(C(=O)N4CCN(c5ccccn5)CC4)c3n2)cc1,-21%[46.1 µM],-13%,0.8%,49%[activator][38.3 µM],2%,8%,-18%

# Rewritten with bars between the fields: ten of the compounds above.
SMILES | NPSR antagonist | L3MBTL1 block | Epigenetic reg | IMPase Li cell | KinaseGlo FLuc | CBFb RUNX1 block | HTT aggregate
CCNc1nc(NC(C)C)nc(N(C#N)CC(=O)OC)n1 | 18% | . | 0.4% | -7% | 3% | -1% | 11%
CS(=O)(=O)N1CCN(c2ccccc2NC(=O)c2cccc3ccccc23)CC1 | -5%[46.1 µM] | 1% | 2.3% | 3% | 14% | 14% | 6%
COc1ccc(C)cc1S(=O)(=O)N(CC(=O)N1CCCC1)c1ccccc1 | -8%[46.1 µM] | . | 0.0% | 0%[38.3 µM] | 6% | 0% | 2%
Cc1c(C(=N)C(C#N)C#N)c(=N)oc2c1ccc1ccccc12 | 38% | -8% | 3.7% | . | . | -9% | -15%[9.22 µM]
CCCCCCOc1ccccc1C(N)=O | . | . | 3.1% | 7% | -3% | ? | -36%
CCS(=O)(=O)N1Cc2ccccc2CC1C(=O)Nc1nnc(SCc2ccc(C#N)cc2)s1 (stereo unspecified) | 2% | 18µM* | -1.8% | 2% | -1% | 5% | 13µM*
COc1cc(-c2coc3cc(OC)c(OC)c(OC)c3c2=O)cc(OC)c1OC | . | . | -1.3% | 0% | -1% | 8% | .
Nc1ccn([C@@H]2O[C@H](CO)[C@@H](O)C2O)c(=O)n1 (stereo partly specified) | 16% | . | -1.2%&-1.1% | 0% | -1%[39.9 µM] | ? | -19%
C/C(=N\NC(=S)NCc1ccccc1)c1ccc(Cl)s1 | -34% | -24% | -1.2% | 6% | 2% | -8% | 14%
O=C(CCN1CCN(CCO)CC1)Nc1ccc(F)c(F)c1 | -2%[46.1 µM] | 2% | -2.6% | -1%[38.3 µM] | 2% | 2% | -3%

# Continued.
SMILES,NPSR antagonist,L3MBTL1 block,Epigenetic reg,IMPase Li cell,KinaseGlo FLuc,CBFb RUNX1 block,HTT aggregate
O=C(Cn1ccc(=O)[nH]c1=O)NCCO,5%,1%,-0.1%,-1%,5%,6%,14%
Nc1c(-c2ccccc2)nc(Cl)nc1-c1ccccc1,-9%[46.1 µM],24%,-2.7%,?,-4%,?,15%
Cc1ccc2cc(CN(CC(C)C)C(=O)C3CCCO3)c(=O)[nH]c2c1 (stereo unspecified),-4%[46.1 µM],10%,3.5%,11%[38.3 µM],-1%,11%,-21%
O=C(Nc1ccc2oc(-c3cccnc3)nc2c1)c1ccc(Br)o1,?,.,1.5%,-23%[38.3 µM],-4%,-2%,-5%
CCOC(=O)/C(C#N)=C/Nc1cc(F)ccc1C,11%,3%,-1.0%,.,.,6%,-16%[9.22 µM]
Cc1ccc(CNC(=S)Nc2cc(C)ccc2OC(F)F)cc1,-31%,6%[11.4 µM],-0.3%,7%,2%,20%,-23%
